BoNT-F LC inh = BoNT F light chain protease inhibition; Multiplex microsphere protease cleavage assay, flow cytometry; inhibition, % at 10 µM; 360,000 compounds, 0.22% hits; AID 588497; in the data active means inhibition above about 35%, passing the limit was not always enough; inconclusive means no clear call, values can overlap the other calls; further: plate controls were buffer without enzyme for full effect and enzyme alone for no effect
FadD28 binding = blocks FadD28 binding to the bisubstrate probe | 360,000 compounds, 0.22% hits | inhibition, % at 12.5 µM | fluorescence polarization; in the data active means inhibition above about 8.5%, passing the limit was not always enough; inconclusive means no clear call, values can overlap the other calls
FBA Mtb inh = inhibitors of M. tuberculosis fructose-bisphosphate aldolase | AID 588726 | 360,000 compounds, 2.3% hits | purified M. tuberculosis FBA, fluorescence read-out | inhibition, % at 1 µM | P9WQA3; in the data active means inhibition above about 27%;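 further: 0% = vehicle and 100% = reference inhibitor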
Target sequence (P9WQA3 whole entry, looked up): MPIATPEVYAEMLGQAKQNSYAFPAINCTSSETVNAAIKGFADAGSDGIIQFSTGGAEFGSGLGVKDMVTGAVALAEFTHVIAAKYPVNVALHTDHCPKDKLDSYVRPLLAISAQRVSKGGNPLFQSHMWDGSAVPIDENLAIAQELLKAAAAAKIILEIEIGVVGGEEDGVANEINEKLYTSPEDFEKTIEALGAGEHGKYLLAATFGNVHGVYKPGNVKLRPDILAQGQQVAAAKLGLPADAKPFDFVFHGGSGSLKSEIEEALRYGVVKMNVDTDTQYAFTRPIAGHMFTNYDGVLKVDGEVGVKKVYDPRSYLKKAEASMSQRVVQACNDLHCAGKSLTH
Mtb UGM inh = blocks M. tuberculosis UGM enzyme | P9WIQ1 | purified UGM, fluorescence polarization probe displacement | inhibition, % at 10 µM | 320,000 compounds, 0.06% hits | AID 504406; in the data active means inhibition above about 10%, passing the limit was not always enough; inconclusive means no clear call, values can overlap the other calls
Target sequence (P9WIQ1 whole entry, looked up): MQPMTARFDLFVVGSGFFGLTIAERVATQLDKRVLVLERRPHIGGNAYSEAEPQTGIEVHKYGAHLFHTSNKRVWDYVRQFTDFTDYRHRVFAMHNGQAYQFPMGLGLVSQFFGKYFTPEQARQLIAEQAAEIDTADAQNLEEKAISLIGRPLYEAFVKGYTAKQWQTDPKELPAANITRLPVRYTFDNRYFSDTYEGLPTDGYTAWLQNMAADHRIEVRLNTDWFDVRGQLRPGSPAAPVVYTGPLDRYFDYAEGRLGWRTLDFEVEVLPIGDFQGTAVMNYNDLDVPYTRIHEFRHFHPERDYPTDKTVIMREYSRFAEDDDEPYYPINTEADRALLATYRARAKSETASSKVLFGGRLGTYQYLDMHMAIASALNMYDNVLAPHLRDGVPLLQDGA
BoNT A protease = BoNT A light chain protease inhibition; multiplex microsphere protease substrate cleavage, flow cytometry; inhibition, % at 10 µM; 360,000 compounds, 0.17% hits; further: plate controls were buffer without enzyme for full effect and enzyme alone for no effect
PfHsp40 yeast = compounds rescuing yeast from Plasmodium falciparum HSP40 toxicity | S. cerevisiae expressing PfHsp40, growth rescue, ATP luminescence | growth rescue, % at 12.5 µM | 340,000 compounds, 0.68% hits | AID 504582; in the data active means growth rescue above about 28%, passing the limit was not always enough; inconclusive means no clear call, values can overlap the other calls;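 further: yeast W303a lacking pdr1 and pdr3 grown in galactose medium; growth measured after three days at 30 °C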
GDH-TPI inh = counter-screen for M. tuberculosis FBA inhibitors: GDH-TPI coupled enzymes; 360,000 compounds, 1.2% hits; GDH-TPI coupled enzyme counterscreen, NADH absorbance; AID 588335; inhibition, % at 4.8 µM; in the data active means inhibition above about 30%;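 further: 0% = DMSO wells and 100% = wells lacking the enzyme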
Mtb BioA inh = BioA (M. tuberculosis) enzyme inhibition; 360,000 compounds, 0.096% hits; inhibition, % at 9.99 µM; purified M. tuberculosis BioA enzyme, plate reader; in the data active means inhibition above about 40%; inconclusive means no clear call, values can overlap the other calls
Anthrax LF prot = anthrax lethal factor protease inhibition; multiplex microsphere protease cleavage assay, LF; 360,000 compounds, 0.12% hits; inhibition, % at 10 µM; P15917; further: plate controls were buffer without enzyme for full effect and enzyme alone for no effect
* marks the source's active call; other numbers are inactive results; ? = inconclusive; . = not tested or not shown; & = joins results of further samples. Unless noted, no stated cut-off is given here; in the data, active means inhibition above about 30%; inconclusive means no clear call, values can overlap the other calls; inactive means below that.

SMILES | BoNT-F LC inh | FadD28 binding | FBA Mtb inh | Mtb UGM inh | BoNT A protease | PfHsp40 yeast | GDH-TPI inh | Mtb BioA inh | Anthrax LF prot
O=C(CSc1ccc2c(c1)OCCO2)Nc1ncccc1O | ? | -1.2 | -1 | -3.0 | ? | 0.3 | 7 | -0.8 | ?
CCCc1cc(=O)[nH]c2nnc(SCC(=O)Nc3cccc(NC(C)=O)c3)n12 | 24 | -2.4 | 3 | . | 8.9 | 0.0 | 11 | -2.4 | 4
S=C(NCc1cccs1)Nc1ccccc1Cl | 4 | -3.3 | 1 | 0.9 | 0.6 | 1.3 | -1 | 1.1 | 0
CC1(C2(O)CCCCC2)NCCc2ccccc21 (configuration not stated) | 14 | -1.0 | -1 | . | -1.2 | -1.1 | 3 | 0.1 | 5
COc1ccc(NC(=O)c2cccc(N3C(=O)C4CC=C(C)CC4C3=O)c2)c(OC)c1 (configuration not stated) | -3 | . | -2 | 1.4 | -0.7 | -0.7 | 5 | 0.4 | -2
CC(=O)NC1=NN(C(C)=O)C(C)(c2ccccc2)S1 (configuration not stated) | -14 | 0.0 | 1 | 0.0 | -0.2 | 0.2 | 10 | . | -3
O=C(NCc1ccccc1)/C(=C/c1ccccc1)NC(=O)c1ccco1 | -10 | -0.4 | 7 | -0.8 | -2.7 | -2.8 | 1 | -1.3 | -4
CC1(C)CC(=O)C(=Cc2cn(CCC#N)nc2-c2ccc(F)cc2)C(=O)C1 | -5 | -1.5 | 2 | 0.4 | -1.1 | -0.1 | 8 | -0.6 | -2
CC(C)NCC(O)COc1ccc2c(c1)CCC2 (configuration not stated) | -8 | -2.4 | -2 | -0.3 | 0.0 | 0.5 | -10 | -0.5 | -1
COc1ccc(C(=O)NN2CCOCC2)cc1 | 6 | -3.8 | 2 | -0.6 | -0.8 | -1.0 | -9 | -0.3 | 4
O=C(c1c[nH]c2ccccc12)C(F)(F)F | ? | -1.4 | 3 | -1.2 | ? | ? | 6 | 0.2 | 6
O=C(O)c1nccnc1C(=O)Nc1ccc(Oc2c(Cl)cccc2Cl)nc1 | -4 | -2.3 | 5 | 2.1 | -0.2 | 0.2 | -2 | 1.5 | -2
Cc1ccc(NC(=S)NCc2ccc(Cl)cc2)c(C)c1 | ? | -2.4 | 0 | 1.2 | 4.2 | -1.0 | 3 | -0.1 | 4
O=C(c1cccc(C(F)(F)F)c1)N1CCC2(CC1)NCCc1[nH]cnc12 | . | -1.3 | 2 | 0.0 | . | 1.5 | 2 | -1.6 | .
O=C(CCS(=O)(=O)c1cccc2nsnc12)NCc1ccccc1Cl | 5 | -2.1 | -1 | 1.9 | 0.8 | -0.9 | 14 | . | -2
CC12CCC(CC1=O)C2(C)C (configuration not stated) | 1 | -0.8 | 4 | -0.8 | 0.1 | 0.0 | -2 | -1.3 | 0
COc1cc(/C(C)=N/NC(=O)c2ccc(CSc3nncn3C)cc2)cc(OC)c1OC | 1 | -2.4 | 3 | 0.7 | 1.0 | -1.2 | -1 | . | 4
CCOC(=O)CN=C1CC(C)(C)CC2=C1Sc1ncnc(N(C)C)c1N2 | -2 | 1.2 | 0 | . | -0.6 | 0.4 | 5 | -2.0 | -5
CSc1ccc(/C=N/NC(=O)CN2CCN(Cc3ccc(Cl)cc3)CC2)cc1 | -3 | -0.9 | 3 | -0.5 | -0.9 | -1.6 | 11 | . | -2
COc1ccccc1N1CC(C(=O)NCCC2=CCCCC2)CC1=O (configuration not stated) | 0 | . | -4 | -0.3 | -0.3 | 0.7 | 6 | 0.7 | -10
Cc1ccc(C(=O)OCC(=O)Nc2ccc3c(c2)OCCO3)cc1C | 9 | -0.4 | -1 | . | -1.2 | 0.4 | 5 | -1.2 | 0
CCCOc1ccc2c(=O)c(-c3cc(C(=O)OC)oc3C)c(C)oc2c1 | 2 | -3.4 | 4 | 0.5 | -0.7 | 2.1 | 5 | 6.7 | -5
O=C(Nc1ccc(N2CCOCC2)cc1)c1cccc(S(=O)(=O)N2CCCCC2)c1 | 0 | 2.1 | 0 | . | -0.5 | 1.3 | 0 | -1.5 | -1
COc1ccc2oc(=Nc3ccc(C(=O)O)cc3)c(C(=O)NCc3ccco3)cc2c1 | 3 | -5.0 | 1 | 0.1 | 1.3 | 0.3 | -6 | . | -4
Cc1cc([N+](=O)[O-])nn1Cc1ccccc1F | 35* | -1.7 | 0 | -2.7 | -0.2 | 0.1 | 2 | -2.8 | 1
Fc1ccccc1NC(=S)NCCc1cccc(Cl)c1 | 1 | -5.4 | 0 | -1.4 | 1.8 | 2.4 | 6 | -0.4 | -1
COc1ccc(-n2ncc3c(=O)n(CC(=O)N(C(C)C)C(C)C)cnc32)cc1 | ? | -2.2 | -1 | 0.3 | -0.3 | -0.5 | -3 | -0.4 | 2
CCOc1cc(/C=N/O)cc(Br)c1OC | -10 | -3.9 | -3 | 0.4 | -0.9 | ? | 6 | -0.6 | -4
COc1ccc(C(=O)NCC(=O)Nc2ccc(F)cc2)cc1OC | -2 | -3.0 | 2 | -0.4 | ? | 0.2 | 14 | -1.8 | 0
CC(=O)c1ccc(OC(C)C(=O)NCC2(N3CCOCC3)CCCCC2)cc1 (configuration not stated) | 7 | -0.2 | 6 | -1.4 | 0.5 | 0.3 | -2 | 1.2 | 6
O=C(c1ccccn1)N1CCCC(N2CCN(c3ccccc3)CC2)C1 (configuration not stated) | 1 | -2.6 | 0 | 2.0 | 0.5 | -0.4 | -1 | -1.3 | -4
CCN(C(=O)COC(=O)c1ccc(=O)n(Cc2ccccc2)n1)C1CCCCC1 | 0 | 4.6 | 5 | -2.0 | 1.2 | 1.2 | -5 | -4.2 | 1
CC(=O)Nc1ccc(/C=N/NC(=O)c2cc3cc(C)ccc3nc2C)cc1 | 4 | -0.5 | 0 | -1.8 | -0.6 | -0.2 | 38* | -6.5 | -8
NCCCC[C@@H](C(=O)N1CCNCC1)n1cc(CCC(=O)O)nn1 | -1 | -1.3 | 1 | -2.8 | -0.9 | -1.1 | 9 | 1.2 | -8
CCCCC(NC(=O)c1ccc(Cl)cc1)C(=O)O (configuration not stated) | 3 | 0.6 | 7 | 1.7 | 0.7 | -1.3 | 0 | 0.0 | -3
CCO[C@@H]1OC(C(=O)Nc2ccccc2)=C[C@H](C2CC2)[C@H]1CCCO | -2 | -2.0 | 0 | 3.5 | -0.2 | 0.5 | 8 | -0.4&0.5 | -1
O=C(COC(=O)c1n[nH]c2ccccc12)Nc1ccccc1Br | -7 | -0.3 | 7 | -0.3 | 0.1 | 0.2 | 1 | -5.5 | -3
CC(NC(=S)NC1CCCCC1)C(c1cccs1)N1CCOCC1 (configuration not stated) | 2 | -0.1 | 1 | -1.1 | -0.6 | -0.8 | -1 | 1.9 | 3
O=C(Nc1ccc(S(=O)(=O)N2CCCCC2)cc1)C1CCCO1 (configuration not stated) | 4 | 0.7 | -1 | -1.1 | 2.4 | -0.6 | 7 | -2.3 | -3
CCNC(=O)C(=O)Nc1cc2c3c(c1)CCN3C(=O)CC2 | 6 | 0.2 | 3 | -1.6 | 0.5 | 0.1 | 16 | -2.5 | 1
C[C@@H]1CN([C@@H](C)CO)C(=O)c2cc(Br)cnc2O[C@H]1CN(C)C(=O)C1CCCCC1 | 2 | -2.5 | 0 | . | -0.5 | . | -10 | 1.8&4.7&0.0 | 5
O=C1C2C3C=CC(CC3)C2C(=O)N1/N=C/c1ccco1 (configuration not stated) | 2 | -1.8 | -1 | -0.4 | -0.2 | -0.2 | -9 | . | -3
CCCCn1c(CCC(=O)O)nc2cc(S(=O)(=O)N3CCCC3)ccc21 | -8 | -2.9 | 1 | 0.5 | 0.7 | -0.5 | 14 | 1.4 | -4
CCCCn1c(CCNC(=O)CCC)nc2ccccc21 | -6 | 0.3 | 4 | -0.3 | -0.3 | 0.6 | -5 | -0.7 | -6
Nc1nc(OCC2CCCCC2)c2[nH]cnc2n1 | -10 | -0.1 | 3 | -3.2 | -0.1 | 0.1 | -9 | 0.2 | -2
N#Cc1c(N2CCCC2)nsc1-c1ccccc1 | -26 | -2.9 | 1 | 1.5 | 0.2 | -0.1 | -1 | -0.4 | 0
CCN(CC)P(=O)(Nc1ccc(SC(F)F)cc1)c1ccc(N(C)C)cc1NC(=O)c1ccco1 (configuration not stated) | -3 | -6.4 | -2 | 0.1 | -0.5 | 5.0 | 0 | . | -1
Cc1ccc(C(=O)Nc2nc(=O)n(C(=O)CC(C)C)s2)cc1 | 5 | -3.5 | -7 | 4.0 | -0.6 | 0.6 | -8 | . | -2
COC(C(=O)Nc1ccnn1C1CCN(Cc2cnn(C(C)C)c2)CC1)c1ccccc1 (configuration not stated) | -1 | -0.3 | -1 | 0.2 | -1.0 | -0.9 | 3 | -1.3 | 0
COC(=O)c1c(NC(=O)CCNCc2ccco2)sc2c1CCC2 | -6 | -0.5 | 4 | 0.3 | -1.6 | -0.5 | 17 | -0.3 | -2
Cc1nc(C)c(-c2csc(NCCc3ccccc3)n2)s1 | 0 | 0.5 | -1 | 2.1 | -0.2 | 6.9 | 7 | -1.5 | -1
Cc1cc(C(=O)N2CCN(c3cccc(Cl)c3)CC2)c(C)o1 | ? | -4.6 | 0 | 0.9 | 0.6 | 0.7 | 0 | 1.9 | -4
COc1ccc(C(CNC(=O)c2ccco2)N2CCOCC2)cc1 (configuration not stated) | . | -1.0 | 2 | 0.3 | . | -0.2 | -1 | 0.5 | .
Cc1ccc(S(=O)(=O)N2CCCC2=O)c(C)c1N(C)S(C)(=O)=O | 14 | -2.4 | -2 | 0.8 | -4.0 | -1.0 | -6 | 3.6 | -8
CCOC(=O)c1[nH]c2cc3c(cc2c1NC(=O)CN1CCc2ccccc2C1)OCO3 | 0 | -1.7 | 81* | -1.2 | 1.3 | -0.4 | 23 | -2.2 | -2
O=C(NCC1CCCO1)C1CCN(C2CCN(Cc3cccs3)CC2)CC1 (configuration not stated) | 2 | -2.7 | -1 | -2.3 | -0.4 | -0.9 | 4 | 0.1 | -4
Cc1ccccc1OCC(=O)NCCCNC(=O)c1ccncc1 | -5 | -1.2 | 1 | 1.4 | 1.1 | -0.1 | 0 | -2.2 | -17
CCCNC(=O)COC(=O)C1CCN(S(=O)(=O)c2ccc3c(c2)OCCO3)CC1 | 27 | -0.9 | 3 | -1.1 | 8.9 | -0.4 | 6 | 0.2 | 2
Cc1ccccc1Nc1nc(N)nc(CSc2nnc(C)n2C)n1 | -1 | -2.0 | -4 | 1.5 | 1.8 | -0.4 | -1 | . | -4
Cc1cc(Nc2cccc(Cl)c2Cl)n2ncnc2n1 | -5 | 0.2 | 1 | 1.7 | -0.4 | 0.2 | 14 | 0.9 | -2
N#CC1CC(c2ccc([N+](=O)[O-])cc2)=NN1c1ccc([N+](=O)[O-])cc1 (configuration not stated) | 3 | -3.9 | -5 | 3.7 | 19 | -0.3 | 2 | 14 | 8

Profiles as entered above. Order of values: BoNT-F LC inh | FadD28 binding | FBA Mtb inh | Mtb UGM inh | BoNT A protease | PfHsp40 yeast | GDH-TPI inh | Mtb BioA inh | Anthrax LF prot
Cc1ccc(C(=O)Nc2nc(=O)n(C(=O)CC(C)C)s2)cc1 reads 5 | -3.5 | -7 | 4.0 | -0.6 | 0.6 | -8 | . | -2
CCCCn1c(CCNC(=O)CCC)nc2ccccc21 reads -6 | 0.3 | 4 | -0.3 | -0.3 | 0.6 | -5 | -0.7 | -6
COc1ccc(C(CNC(=O)c2ccco2)N2CCOCC2)cc1 (configuration not stated) reads . | -1.0 | 2 | 0.3 | . | -0.2 | -1 | 0.5 | .
Nc1nc(OCC2CCCCC2)c2[nH]cnc2n1 reads -10 | -0.1 | 3 | -3.2 | -0.1 | 0.1 | -9 | 0.2 | -2
COC(=O)c1c(NC(=O)CCNCc2ccco2)sc2c1CCC2 reads -6 | -0.5 | 4 | 0.3 | -1.6 | -0.5 | 17 | -0.3 | -2

Compound activity: PubChem BioAssay, several laboratories
